Assay outcomes as filed in PubChem BioAssay.
FBW7 act: activators of human E3 ligase FBW7; 650,000 tested, 0.13% active; normalized activity (activation), % at 26.1 µM; AlphaScreen FBW7–phospho-cyclin E peptide binding, activator screen; in the data active = normalized activity above about 1.9%;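 also: purified mutant Fbw7 with reduced substrate affinity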
Target sequence (Q969H0 whole entry, looked up): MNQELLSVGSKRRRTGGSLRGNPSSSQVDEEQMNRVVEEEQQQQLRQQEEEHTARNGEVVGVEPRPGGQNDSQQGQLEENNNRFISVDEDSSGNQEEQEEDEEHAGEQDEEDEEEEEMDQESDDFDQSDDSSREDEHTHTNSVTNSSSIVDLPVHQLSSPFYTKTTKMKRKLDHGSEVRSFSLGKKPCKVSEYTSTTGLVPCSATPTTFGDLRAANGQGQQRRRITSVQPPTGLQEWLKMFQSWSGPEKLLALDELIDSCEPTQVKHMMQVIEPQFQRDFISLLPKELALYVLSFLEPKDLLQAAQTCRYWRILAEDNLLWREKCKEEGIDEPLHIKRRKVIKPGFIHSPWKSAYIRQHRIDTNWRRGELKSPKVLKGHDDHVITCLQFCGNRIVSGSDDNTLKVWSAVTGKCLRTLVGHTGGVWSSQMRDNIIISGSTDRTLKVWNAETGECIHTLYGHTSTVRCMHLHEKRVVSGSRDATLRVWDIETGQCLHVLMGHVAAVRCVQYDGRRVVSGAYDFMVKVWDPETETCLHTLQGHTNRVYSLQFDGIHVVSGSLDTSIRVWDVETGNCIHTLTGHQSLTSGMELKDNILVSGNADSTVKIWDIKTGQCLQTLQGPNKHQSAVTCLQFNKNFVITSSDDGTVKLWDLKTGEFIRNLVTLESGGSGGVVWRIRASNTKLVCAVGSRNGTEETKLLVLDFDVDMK
MITF inh: inhibitors of human MITF; AlphaScreen MITF homodimerization, bead proximity signal; inhibition, % at 2.6 µM; O75030; 650,000 tested, 0.91% active; in the data active = inhibition above about 50%;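 also: 0% = vehicle wells with protein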
GPR151 ag: human GPR151 activation; Q8TDV0; PathHunter beta-arrestin GPR151 cells, luminescence; activation, % at 11.2 µM; 650,000 tested, 1% active; AID 1508602; in the data active = activation above about 4.9%;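 also: 0% = median of compound wells and 100% = cells with positive control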
Target sequence (Q8TDV0 whole entry, looked up): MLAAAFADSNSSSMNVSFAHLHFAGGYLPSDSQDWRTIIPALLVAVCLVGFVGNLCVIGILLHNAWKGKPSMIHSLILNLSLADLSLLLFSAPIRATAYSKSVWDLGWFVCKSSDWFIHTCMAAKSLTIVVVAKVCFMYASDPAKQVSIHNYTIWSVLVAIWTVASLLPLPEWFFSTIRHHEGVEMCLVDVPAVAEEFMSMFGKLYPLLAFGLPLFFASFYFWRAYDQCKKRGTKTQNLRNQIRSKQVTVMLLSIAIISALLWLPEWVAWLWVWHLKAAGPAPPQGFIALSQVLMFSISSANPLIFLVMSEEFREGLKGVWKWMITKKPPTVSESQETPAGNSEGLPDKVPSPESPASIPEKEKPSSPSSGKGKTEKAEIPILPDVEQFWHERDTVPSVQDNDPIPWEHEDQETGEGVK
TEAD-YAP block: TEAD-YAP interaction inhibition. inhibition, % at 9.12 µM. HEK-TIYL cells, TEAD-Gal4/YAP UAS-luciferase luminescence. AID 1259422. 640,000 tested, 1.4% active; in the data active = inhibition above about 32%;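 also: 0% = median of test compound wells and 100% = reference inhibitor wells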
* marks the source's active call; other numbers are inactive results.

Sample of the layout, ten compounds:
O=C(CCCNC(=O)c1ccc(-n2cccc2)cc1)Nc1cccc2cccnc12 was read as FBW7 act 0.1, MITF inh 30, GPR151 ag -0.9 and TEAD-YAP block 19.
For Cc1cccc(NC(=O)C2CCN(c3c(N4CCCC4)c(=O)c3=O)CC2)c1 the results were FBW7 act 0.1, MITF inh 4, GPR151 ag 1.3 and TEAD-YAP block 4.
Screening O=C(CN1C(=O)CCSc2ccccc21)NCCCN1CCN(C2CCCCC2)CC1 returned FBW7 act 0.1, MITF inh 4, GPR151 ag -0.8 and TEAD-YAP block 8.
O=C(O)COCC(=O)Nc1cc(Cl)cc(Cl)c1 was read as FBW7 act -0.1, MITF inh 3, GPR151 ag 1.4 and TEAD-YAP block 7.
For CC(O)CSc1nc2c(c(=O)[nH]c(=O)n2C)n1Cc1ccc(Cl)cc1 (stereo not drawn) the results were FBW7 act -0.1, MITF inh 1, GPR151 ag 0.8 and TEAD-YAP block -33.
For O=C(Nc1ccc([N+](=O)[O-])cc1)Nc1nc2c(ccc3ccccc32)s1 the results were FBW7 act -0.1, MITF inh 1, GPR151 ag -2.1 and TEAD-YAP block 13.
`O=C(O)C1CC=CCC1C(=O)Nc1cccc2ccccc12` (stereo not drawn) gave FBW7 act 0.1, MITF inh 12, GPR151 ag -0.3 and TEAD-YAP block -5.
CCn1c[n+](CC(O)COc2cccc(OC)c2)c2cc(C)c(C)cc21 (stereo not drawn) was read as FBW7 act 0.0, MITF inh -5, GPR151 ag -0.7 and TEAD-YAP block -3.
`Cc1ccc2c(c1)Oc1cc([N+](=O)[O-])cc(Oc3cccc(Cl)c3Cl)c1C(=O)N2` gave FBW7 act 0.1, MITF inh 44, GPR151 ag 0.4 and TEAD-YAP block 4.
Screening CCN1CCN(c2cc(C)c3cc(NC(=O)c4cc(OC)cc(OC)c4)ccc3n2)CC1 returned FBW7 act 0.2, MITF inh 5, GPR151 ag -1.4 and TEAD-YAP block -35.

All compounds of this part, previewed entries included:
O=C(CCCNC(=O)c1ccc(-n2cccc2)cc1)Nc1cccc2cccnc12 was read as FBW7 act 0.1, MITF inh 30, GPR151 ag -0.9 and TEAD-YAP block 19.
For Cc1cccc(NC(=O)C2CCN(c3c(N4CCCC4)c(=O)c3=O)CC2)c1 the results were FBW7 act 0.1, MITF inh 4, GPR151 ag 1.3 and TEAD-YAP block 4.
Screening O=C(CN1C(=O)CCSc2ccccc21)NCCCN1CCN(C2CCCCC2)CC1 returned FBW7 act 0.1, MITF inh 4, GPR151 ag -0.8 and TEAD-YAP block 8.
O=C(O)COCC(=O)Nc1cc(Cl)cc(Cl)c1 was read as FBW7 act -0.1, MITF inh 3, GPR151 ag 1.4 and TEAD-YAP block 7.
For CC(O)CSc1nc2c(c(=O)[nH]c(=O)n2C)n1Cc1ccc(Cl)cc1 (stereo not drawn) the results were FBW7 act -0.1, MITF inh 1, GPR151 ag 0.8 and TEAD-YAP block -33.
For O=C(Nc1ccc([N+](=O)[O-])cc1)Nc1nc2c(ccc3ccccc32)s1 the results were FBW7 act -0.1, MITF inh 1, GPR151 ag -2.1 and TEAD-YAP block 13.
`O=C(O)C1CC=CCC1C(=O)Nc1cccc2ccccc12` (stereo not drawn) gave FBW7 act 0.1, MITF inh 12, GPR151 ag -0.3 and TEAD-YAP block -5.
CCn1c[n+](CC(O)COc2cccc(OC)c2)c2cc(C)c(C)cc21 (stereo not drawn) was read as FBW7 act 0.0, MITF inh -5, GPR151 ag -0.7 and TEAD-YAP block -3.
`Cc1ccc2c(c1)Oc1cc([N+](=O)[O-])cc(Oc3cccc(Cl)c3Cl)c1C(=O)N2` gave FBW7 act 0.1, MITF inh 44, GPR151 ag 0.4 and TEAD-YAP block 4.
Screening CCN1CCN(c2cc(C)c3cc(NC(=O)c4cc(OC)cc(OC)c4)ccc3n2)CC1 returned FBW7 act 0.2, MITF inh 5, GPR151 ag -1.4 and TEAD-YAP block -35.
`O=C(NCc1ccccn1)c1ccc(N2CCCC2=O)cc1` gave FBW7 act -0.3, MITF inh 0, GPR151 ag -0.1 and TEAD-YAP block -34.
Screening CCCOC(=O)C1=C(C)NC(=O)NC1c1ccc(OC)cc1 (stereo not drawn) returned FBW7 act 0.0, MITF inh 0, GPR151 ag -0.6 and TEAD-YAP block 4.
`O=C(CCSc1ccccc1)Nc1ccc2c(c1)N(C(=O)C1CC1)CC2` gave FBW7 act 0.1, MITF inh 10, GPR151 ag 0.2 and TEAD-YAP block -52.
Cc1cccc(C(=O)NCc2n[nH]c(=S)n2-c2ccccc2)c1 was read as FBW7 act 0.3, MITF inh 10, GPR151 ag 0.2 and TEAD-YAP block 9.
Screening Cc1cc(C)nc(NS(=O)(=O)c2ccc(NC(=O)c3ccc(Br)cc3)cc2)n1 returned FBW7 act 0.3, MITF inh -7, GPR151 ag 1.2 and TEAD-YAP block 7.
For COc1cccc(-c2cnnc(N(C)Cc3cccc4cnccc34)n2)c1 the results were FBW7 act 0.1, MITF inh 13, GPR151 ag 1.0 and TEAD-YAP block -9.
For O=C1CCCN1CCn1cnc2c(Nc3ccc(N4CCOCC4)cc3)nc(NC3CCN(Cc4ccccc4)CC3)nc21 the results were FBW7 act -0.2, MITF inh 1, GPR151 ag 0.0 and TEAD-YAP block -9.
O=[N+]([O-])c1ccc(N/N=C/c2ccc(Cl)cc2)c(S(=O)(=O)N2CCOCC2)c1 was read as FBW7 act 1.1, MITF inh 10, GPR151 ag -0.7 and TEAD-YAP block 6.
COC(=O)C1=C(C)N(C)C(C)=C(C(=O)OC)C1c1cc(Br)c(OC)c(OC)c1 was read as FBW7 act -0.1, MITF inh 7, GPR151 ag 1.0 and TEAD-YAP block -8.
`CC(C)(C)C1CCC(=NNC(=O)c2c[nH]c3ccccc23)CC1` (stereo not drawn) gave FBW7 act -0.1, MITF inh -6, GPR151 ag 1.7 and TEAD-YAP block -30.
Screening Cc1nnc2n1CCN(C(=O)c1ccccc1N(C)C)CC2 returned FBW7 act -0.1, MITF inh -10, GPR151 ag 5.2* and TEAD-YAP block -6.
CCOc1ccccc1-c1nc(C(N)=O)c2[nH]c(=O)n(-c3cccc(Cl)c3)c2n1 was read as FBW7 act 0.7, MITF inh 8, GPR151 ag 0.8 and TEAD-YAP block -2.
`COc1cc(/C=N/NC(=O)c2[nH]nc(-c3ccccc3)c2C)ccc1O` gave FBW7 act 0.1, MITF inh 3, GPR151 ag 3.3 and TEAD-YAP block -33.
For CC1CC(C)CN(C(=O)CSc2nnc(NC3CCCCC3)s2)C1 (stereo not drawn) the results were FBW7 act -0.1, MITF inh 8, GPR151 ag 0.1 and TEAD-YAP block -4.
Screening COCCOC(=O)C1=C(C)NC(C)=C(C(=O)OCCOC)C1c1ccc(-c2cccc(Cl)c2Cl)o1 returned FBW7 act -0.1, MITF inh -11, GPR151 ag -1.0 and TEAD-YAP block 2.
CCCC1CCC(=NNC(=O)c2cccnc2)CC1 (stereo not drawn) was read as FBW7 act -0.2, MITF inh 2, GPR151 ag 1.9 and TEAD-YAP block -20.
For CC1CCN(c2ccc(C(=O)N3CCn4c(nnc4C4CC4)C3)cc2)CC1 the results were FBW7 act 0.2, MITF inh -1, GPR151 ag 2.0 and TEAD-YAP block -15.
`Clc1ccc(C2Oc3ccccc3C3=C2C(c2ccc(Cl)cc2)n2ncnc2N3)cc1` (stereo not drawn) gave FBW7 act -0.1, MITF inh -14, GPR151 ag 0.0 and TEAD-YAP block -1.
Screening CCOC(=O)/C(C#N)=C/c1ccc(N2CCCCC2)o1 returned FBW7 act 1.4, MITF inh 19, GPR151 ag 0.3 and TEAD-YAP block -40.
COc1cc2nc(CN(C)C3CCOC3)nc(N)c2cc1OC (stereo not drawn) was read as FBW7 act -0.6, MITF inh -7, GPR151 ag -0.2 and TEAD-YAP block -4.
For CCOC(=O)c1c(NC(=O)C(C)Sc2nnc(CNC(=O)c3cccc(F)c3)n2C)sc2c1CCC2 (stereo not drawn) the results were FBW7 act -0.1, MITF inh 6, GPR151 ag 0.2 and TEAD-YAP block -3.
CCOc1cccc(OCCOCCN(C)Cc2ccccc2)c1 was read as FBW7 act -0.1, MITF inh 6, GPR151 ag 3.6 and TEAD-YAP block -5.
Cc1cc([N+](=O)[O-])ccc1NC(=O)c1cc(I)ccc1Cl was read as FBW7 act 0.1, MITF inh 3, GPR151 ag 0.8 and TEAD-YAP block 11.
CCOC(=O)C1=C(C)N=c2s/c(=C\c3ccc(OCC(C)C)c(OCC)c3)c(=O)n2C1c1ccccc1OC(C)C (stereo not drawn) was read as FBW7 act -0.1, MITF inh -3, GPR151 ag -0.6 and TEAD-YAP block -5.
`C[C@@H]1C[C@@H](C(=O)NCC2Cc3cc(Cl)cc(-c4ncccn4)c3O2)NC(=S)N1` (stereo partly drawn) gave FBW7 act 0.1, MITF inh 3, GPR151 ag -1.3 and TEAD-YAP block 13.
Screening COCCNC(=O)/C(C#N)=C/c1c(Oc2ccccc2OC)nc2ccccn2c1=O returned FBW7 act 0.5, MITF inh 6, GPR151 ag -8.3 and TEAD-YAP block 8.
`CCOC(=O)CN1CC23C=CC(O2)C(C(=O)Nc2ccc(OC)cc2OC)C3C1=O` (stereo not drawn) gave FBW7 act 0.1, MITF inh 10, GPR151 ag -0.3 and TEAD-YAP block 3.
For CCN1C(=O)c2cccc3c(Cl)ccc1c23 the results were FBW7 act 1.3, MITF inh -17, GPR151 ag 1.2 and TEAD-YAP block -26.
`CCCC(=O)Nc1ccc(NC(=O)c2ccco2)nc1` gave FBW7 act -0.2, MITF inh -5, GPR151 ag -1.2 and TEAD-YAP block 19.
`COc1ccc(-n2cc(-c3ccccc3)c3c(N4CCC(Cc5ccccc5)CC4)ncnc32)cc1` gave FBW7 act 0.1, MITF inh -1, GPR151 ag -0.2 and TEAD-YAP block 3.
Cc1cc(Br)c(NC(=O)CSc2cccc[n+]2[O-])c(Br)c1 was read as FBW7 act -0.1, MITF inh -3, GPR151 ag -0.5 and TEAD-YAP block -7.
`O=C(CN1C(=O)c2cccc3cccc(c23)C1=O)N1CCN(c2ccccn2)CC1` gave FBW7 act 0.1, MITF inh 8, GPR151 ag 0.0 and TEAD-YAP block -3.
`COCC(=O)N(Cc1cc2cc(C)ccc2[nH]c1=O)c1ccc(C)cc1` gave FBW7 act 0.3, MITF inh 12, GPR151 ag 0.4 and TEAD-YAP block 9.
For CC(=O)Nc1ccc(Nc2nc(Nc3ccncc3)nc3c2ncn3-c2ccccc2)cc1 the results were FBW7 act 3.4*, MITF inh -14, GPR151 ag -1.9 and TEAD-YAP block 45*.
For COc1cccc(-c2ccc3c(N)c(C(=O)Nc4cc(OC)ccc4OC)sc3n2)c1 the results were FBW7 act 0.1, MITF inh 7, GPR151 ag -0.1 and TEAD-YAP block 6.
Screening CCOc1ccc(S(=O)(=O)N2CCN(c3ccccc3OCC)CC2)cc1 returned FBW7 act -0.2, MITF inh 6, GPR151 ag 0.2 and TEAD-YAP block 3.
Screening COC(c1ccc2c(c1)CN(C(=O)Cc1cnc3ncnn3c1)CCO2)C1CCCCC1 (stereo not drawn) returned FBW7 act 0.0, MITF inh -12, GPR151 ag 2.5 and TEAD-YAP block -3.
COc1ccc(-c2csc(N(Cc3ccccc3)C(C)=O)n2)cc1 was read as FBW7 act 0.1, MITF inh -3, GPR151 ag 0.1 and TEAD-YAP block 7.
`COc1ccc(-c2cc(N)n(S(=O)(=O)c3ccc(C)cc3)n2)c(OC)c1` gave FBW7 act 0.1, MITF inh 0, GPR151 ag -0.3 and TEAD-YAP block 1.
C=CCOc1c(C)c(O)cc(C)c1C(=O)OC was read as FBW7 act -0.1, MITF inh 0, GPR151 ag 2.8 and TEAD-YAP block -2.
`Cc1cc(C=C2C(=O)N(C)C(=O)N(C)C2=O)c(C)n1C1CC1` gave FBW7 act -0.1, MITF inh 18, GPR151 ag -0.2 and TEAD-YAP block -4.
Screening CCS(=O)(=O)Nc1ccccc1[N+](=O)[O-] returned FBW7 act -0.1, MITF inh 3, GPR151 ag -0.7 and TEAD-YAP block 3.
For NC(=O)CN1CCN(CC(=O)Nc2ccccc2F)CC1 the results were FBW7 act 0.9, MITF inh 15, GPR151 ag -0.2 and TEAD-YAP block 4.
For CCc1ccc(OCC(=O)Nc2cccc(-c3nc4ccccc4o3)c2)cc1 the results were FBW7 act 0.0, MITF inh -2, GPR151 ag 0.0 and TEAD-YAP block 7.
For O=C(Nc1cccc(Br)c1)c1ccc([N+](=O)[O-])cc1 the results were FBW7 act -0.1, MITF inh 3, GPR151 ag -0.5 and TEAD-YAP block -38.
`Cn1cc(C(=O)NCc2ccc(F)cc2)c2c3ccccc3n(C)c2c1=O` gave FBW7 act 0.0, MITF inh -6, GPR151 ag -0.1 and TEAD-YAP block 6.
For COc1ccc(C(=O)c2cnc3ccc(F)cc3c2N2CCN(C)CC2)cc1 the results were FBW7 act 0.5, MITF inh 5, GPR151 ag -1.7 and TEAD-YAP block -6.
Screening COCCCNC(=O)CSc1nc2c(sc(=S)n2-c2ccc(C)c(C)c2)c(=O)n1-c1ccccc1 returned FBW7 act 0.2, MITF inh 7, GPR151 ag 0.5 and TEAD-YAP block 2.
For Brc1c(CSc2ncn[nH]2)nc2ccccn12 the results were FBW7 act 0.0, MITF inh 10, GPR151 ag -0.8 and TEAD-YAP block 1.
For CN1Cc2c(N3CCOCC3)nc(SCc3ccccc3)c(C#N)c2CC1(C)C the results were FBW7 act -0.1, MITF inh 1, GPR151 ag -1.1 and TEAD-YAP block -1.
Screening CCCc1oc2ccc(NS(=O)(=O)c3ccc4c5c(cccc35)C(=O)N4)cc2c1C(=O)OCC returned FBW7 act -0.1, MITF inh 1, GPR151 ag 0.7 and TEAD-YAP block 11.
`CCOC(=O)N1CCN(c2nc(C)nc3sc(C)cc23)CC1` gave FBW7 act -0.1, MITF inh 54*, GPR151 ag -0.4 and TEAD-YAP block 6.
